MIN6 prolif: induces beta-cell replication in MIN6 cells; MIN6 cells proliferation, ATPlite luminescence, 48 h; cells starved in 0.2% serum; 100% = growth in 10% serum; proliferation, % at 10 µM; actives 0.29% (n = 330,000); AID 2380;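 active = compounds whose signal lies at least 3.5 SD above the mean of all wells on their plate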;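 also: 0% = DMSO-treated cells in low-serum medium and 100% = 10% serum control; some compounds called inactive have numbers as strong as hits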
SENP1 inh: inhibitors of human SENP1 SUMO protease catalytic domain | Q9P0U3 | inhibition, % at 10 µM | recombinant SENP1 catalytic domain, CyPet-SUMO1-YPet FRET cleavage | actives 0.21% (n = 360,000);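 active = inhibition at least 30% at 10 µM, raw YFP signal under a set limit, fluorescence ratio 0.5 to 1.5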;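 also: 0% = enzyme with DMSO and 100% = no enzyme wells; some results filed as inactive read as strong as hits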
Target sequence (Q9P0U3 419-644 limits assumed): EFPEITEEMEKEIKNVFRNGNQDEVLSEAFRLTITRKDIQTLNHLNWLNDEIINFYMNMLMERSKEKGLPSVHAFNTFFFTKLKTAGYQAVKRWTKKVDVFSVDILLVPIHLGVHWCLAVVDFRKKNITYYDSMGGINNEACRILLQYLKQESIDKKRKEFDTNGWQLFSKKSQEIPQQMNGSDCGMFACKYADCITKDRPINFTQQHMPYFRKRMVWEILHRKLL
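system = hSENP1 catalytic domain, recombinant | reagent = SFCypet-SUMO1-SFYpet substrate at 25 nM | doses = one dose per compound, 10 µM, 0.5% DMSO | incubation = enzyme reaction for 50 min at room temperature, dark | measured by = FRET, CFP and YFP emission | controls = no-enzyme low, enzyme-DMSO high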
hIAP block: blocks human intestinal alkaline phosphatase | P09923 | purified IAP, CDP-Star luminescence, 30 min | inhibition, % at 10 µM | actives 0.12% (n = 330,000) | AID 2544;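 active = inhibition reaching a set limit with compound at 10 µM in the primary screen, cut at about 35% in these data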;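 also: plate controls were DMSO wells with enzyme for no effect and no-enzyme buffer wells for full effect; values of inactives mirror those of a sister screen read the other way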
mIAP block: blocks mouse intestinal alkaline phosphatase; purified mouse IAP, CDP-Star luminescence, 30 min; inhibition, % at 10 µM; actives 0.2% (n = 330,000); AID 2806;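 active = inhibition of at least 40% at 10 µM in the primary screen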;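 also: plate controls were DMSO with enzyme for no effect and no enzyme wells for full effect; values of inactives mirror those of a sister screen read the other way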
APOBEC3G inh: inhibitors of human APOBEC3G DNA deaminase | Q9HC16 | recombinant A3G, ssDNA deamination FAM/TAMRA fluorescence | inhibition, % at 20 µM | actives 0.28% (n = 330,000) | AID 493012;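 active = inhibition of at least 40% at 20 µM, with no more than 30% in the related APOBEC3A deaminase screen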;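 also: plate controls were DMSO wells with A3G for no effect and wells lacking A3G enzyme for full effect; some compounds called inactive have numbers as strong as hits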
Target sequence (Q9HC16 whole entry, looked up): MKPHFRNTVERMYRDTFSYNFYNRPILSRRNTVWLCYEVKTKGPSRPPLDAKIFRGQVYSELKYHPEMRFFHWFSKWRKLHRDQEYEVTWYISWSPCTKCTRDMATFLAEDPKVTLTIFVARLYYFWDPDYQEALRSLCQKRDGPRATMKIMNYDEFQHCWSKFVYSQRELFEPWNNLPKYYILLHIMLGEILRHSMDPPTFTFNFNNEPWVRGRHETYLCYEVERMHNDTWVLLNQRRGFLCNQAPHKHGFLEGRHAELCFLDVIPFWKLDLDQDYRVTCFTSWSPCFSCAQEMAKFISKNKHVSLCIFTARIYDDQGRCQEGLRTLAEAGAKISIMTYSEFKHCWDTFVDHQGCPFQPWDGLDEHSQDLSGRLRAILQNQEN
NALP3 yeast inh: inhibitors of NALP3 inflammasome in yeast | Yeast reconstituted NLRP3/ASC/caspase-1, beta-gal luminescence, 24 h | inhibition, % at 10 µM | actives 0.39% (n = 330,000) | AID 2825;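 active = inhibition of 50% or more; inactive = inhibition below 50%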;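 also: plate controls were induced DMSO wells for no effect and uninduced yeast grown without galactose for full effect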
mIAP act: increases mouse intestinal alkaline phosphatase activity | muIAP, CDP-Star luminescence, 30 min; hits give high values; 1 = vehicle-only enzyme signal, 0 = enzyme-free wells | activation factor at 10 µM | actives 0.24% (n = 330,000);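 active = activation factor of at least 2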; also: the source names both 10 and 20 µM as test concentration; values of inactives mirror those of a sister screen read the other way
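System: mouse IAP enzyme. Reagent: CDP-Star chemiluminescent phosphatase substrate. Benchmarks: DMSO wells, no-enzyme wells. Times: 30 min enzyme-substrate-compound incubation at room temperature. Detection: luminescence from enzymatic CDP-Star hydrolysis. Doses: test compounds delivered from DMSO solution.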
hIAP activ: increases human intestinal alkaline phosphatase activity | AID 2524 | purified human IAP, CDP-Star luminescence, 30 min; hits give high values; 1 = vehicle-only enzyme, 0 = enzyme-free background | activation factor at 10 µM | actives 0.16% (n = 330,000) | P09923;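 active = activation factor of the enzyme at least 2-fold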; also: the source names both 10 and 20 µM as test concentration; values of inactives mirror those of a sister screen read the other way
A3A deaminase: human APOBEC3A DNA deaminase inhibition; recombinant A3A, FAM/TAMRA ssDNA deamination fluorescence; inhibition, % at 20 µM; actives 0.41% (n = 330,000); P31941;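 active = at least 40% inhibition at 20 µM here, with at most 30% in a related deaminase screen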;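 also: plate controls were A3A with DMSO for no effect and wells lacking A3A enzyme for full effect; some results filed as inactive read as strong as hits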
Target sequence (P31941 whole entry, looked up): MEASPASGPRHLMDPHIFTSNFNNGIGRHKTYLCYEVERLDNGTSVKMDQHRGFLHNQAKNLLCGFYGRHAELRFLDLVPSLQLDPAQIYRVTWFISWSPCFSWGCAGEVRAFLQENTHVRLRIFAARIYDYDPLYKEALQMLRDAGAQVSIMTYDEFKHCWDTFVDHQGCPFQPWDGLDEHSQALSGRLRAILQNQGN
* = called active by the depositor; nt = no result given. Only part of the results is shown (hit frequency here may not be typical).

SMILES	MIN6 prolif	SENP1 inh	hIAP block	mIAP block	APOBEC3G inh	NALP3 yeast inh	mIAP act	hIAP activ	A3A deaminase
CC(C)NCCCOc1ccc(Cl)cc1Br	-4	-1	-23	-8	-8	27	1.1	1.2	-7
C=CCn1c(SC2CCOC2=O)nc2sc(CC)cc2c1=O (configuration not stated)	-2	1	3	5	-7	19	0.95	0.97	-2
N#Cc1ccc(C23CC4(C2)[C@H](CN(CC2CCCCC2)[C@@H]4c2ccccc2)C3c2ccc(Cl)nc2)cc1 (some centres not stated)	-7	-7	3	3	-7	22	0.97	0.97	-3
CCCSc1nc(SCC(=O)NCc2ccccc2)c2c3c(sc2n1)COC(C)(C)C3	-2	1	10	-7	-3	3	1.1	0.9	3
O=C(NNC(=O)C1CCN(S(=O)(=O)c2ccccc2C(F)(F)F)CC1)c1ccccc1O	-4	1	-43	30	-11	9	0.7	1.4	-5
Cc1c(C(=O)N(C)C)c2ccc(Cl)cc2n1O	1	1	17	11	-3	-17	0.89	0.83	-3
O=C(COc1ccc(S(=O)(=O)N2CCCC2)cc1Cl)NC1CCCC1	-3	-1	-8	-6	-6	27	1.1	1.1	-6
Cn1c(=O)c2c(nc(NCCc3ccccc3)n2CC(=O)NCCc2ccccc2)n(C)c1=O	-2	-1	-6	0	-6	-2	1	1.1	-7
CC1CCCN(CCCNC(=O)c2coc3nc4ccccc4nc23)C1 (configuration not stated)	-2	-12	-16	-4	1	3	1	1.2	-1
O=C(N/N=C/C(Cl)=C/c1ccccc1)c1ccccn1	-5	3	-46	8	-1	25	0.93	1.5	-7
Nc1ccc(N2CCOCC2)c(Cl)c1	-1	2	-2	4	-2	-5	0.96	1	1
Cc1onc(-c2c(Cl)cccc2Cl)c1C(=O)NNc1ccccc1	-3	-2	18	6	19	29	0.94	0.82	0
CN(Cc1ccccc1)S(=O)(=O)c1cccc2cccnc12	0	0	6	-1	-1	25	1	0.94	1
O=C(COc1ccccc1)Nc1nnc(-c2ccco2)o1	-1	0	-1	0	-2	-6	0.99	1	3
Cc1ccc(O)c(Cn2nnc3ccccc32)c1	-2	2	5	2	-5	21	0.98	0.95	0
C#CCN(CC=C)C(=O)c1ccc2nc(C3CCCCC3)oc2c1	1	2	5	-5	-4	20	1.1	0.95	-7
O=C(Nc1ccc(OC(F)(F)F)cc1)C1CC(=O)N(Cc2ccco2)C1 (configuration not stated)	2	1	-4	-3	4	7	1	1	1
CC[n+]1ccc(C(=O)NCc2ccccc2)cc1	-1	4	-3	-1	-4	-9	1	1	0
CCCNC(=O)C1CNc2ccccc2O1 (configuration not stated)	-1	1	-8	-1	-7	-3	1	1.1	-15
C/C=C(\C)C(=O)N[C@@H](C)CN1C2=NC[C@H](C(C)C)N2C[C@H]1Cc1ccc(OC)cc1	0	1	2	-1	-9	-2	1	0.98	-1
Cc1cccc(NC(=O)c2ccc(S(=O)(=O)N(C)CC3CCCO3)cc2)c1C (configuration not stated)	-2	-2	0	-7	2	20	1.1	1	2
COc1ccc2[nH]cc(CCNS(=O)(=O)c3ccccc3)c2c1	-1	0	2	-6	-3	4	1.1	0.98	2
Cc1oc(-c2ccccc2)nc1CSc1nc2c(c(=O)[nH]1)CCC2	2	-1	4	-1	-1	7	1	0.96	4
NC(=O)c1ccccc1NC(=S)NC(=O)CCc1ccccc1	0	0	-9	18	-8	15	0.82	1.1	-5
Cc1ccc(-c2csc3ncnc(-n4nnc5ccccc54)c23)cc1C	0	-1	21	6	-3	0	0.94	0.79	-1

Results in A3A deaminase and NALP3 yeast inh (six entries from above):
molecule	A3A deaminase	NALP3 yeast inh
CC[n+]1ccc(C(=O)NCc2ccccc2)cc1	0	-9
CCCNC(=O)C1CNc2ccccc2O1 (configuration not stated)	-15	-3
C/C=C(\C)C(=O)N[C@@H](C)CN1C2=NC[C@H](C(C)C)N2C[C@H]1Cc1ccc(OC)cc1	-1	-2
Cc1cccc(NC(=O)c2ccc(S(=O)(=O)N(C)CC3CCCO3)cc2)c1C (configuration not stated)	2	20
COc1ccc2[nH]cc(CCNS(=O)(=O)c3ccccc3)c2c1	2	4
Cc1oc(-c2ccccc2)nc1CSc1nc2c(c(=O)[nH]1)CCC2	4	7

Of the compounds above, two have an aryl methoxy group:
SMILES	MIN6 prolif	SENP1 inh	hIAP block	mIAP block	APOBEC3G inh	NALP3 yeast inh	mIAP act	hIAP activ	A3A deaminase
C/C=C(\C)C(=O)N[C@@H](C)CN1C2=NC[C@H](C(C)C)N2C[C@H]1Cc1ccc(OC)cc1	0	1	2	-1	-9	-2	1	0.98	-1
COc1ccc2[nH]cc(CCNS(=O)(=O)c3ccccc3)c2c1	-1	0	2	-6	-3	4	1.1	0.98	2

Further results.
SMILES	MIN6 prolif	SENP1 inh	hIAP block	mIAP block	APOBEC3G inh	NALP3 yeast inh	mIAP act	hIAP activ	A3A deaminase
COc1ccc(N=C2SCC(=O)N2c2ccc(OC)cc2)cc1	-3	1	-99	2	-1	6	0.98	2	3
FC(F)(F)c1cccc(NC(=S)N(CCCN2CCCC2)Cc2cccn2Cc2ccc(Cl)cc2)c1	-6	-2	13	-5	-2	14	1.1	0.87	6
CCn1c(=O)cc(SCC(=O)NCc2cccnc2)c2ccccc21	3	-1	21	10	-3	0	0.9	0.79	-1
CC1(C)OC(=O)C(=NNc2ccccc2)C(=O)O1	-2	2	0	0	0	6	0.99	1	2
CCOCC(=O)Nc1cc(C(=O)OC)cc(C(=O)OC)c1	-1	1	4	5	0	0	0.95	0.95	5
CCOc1ccc(NC(=O)Nc2ccc3nccnc3c2)cc1	0	4	-24	13	-9	14	0.87	1.2	-2
COC(=O)c1ccc(SCC(=O)NC2CCCC2)c([N+](=O)[O-])c1	3	2	10	5	-8	19	0.95	0.9	-7
C=CCOc1ccccc1CN1CCC(n2nccc2NC(=O)c2ccccc2)CC1	0	1	3	-9	2	10	1.1	0.97	-4
COc1ccc(N2CCN(C(=O)CNS(=O)(=O)c3ccc(C)cc3)CC2)cc1	-2	3	3	6	0	13	0.94	0.97	-2
Cc1ccc(-c2nnc(SCC(=O)NCC3CCCO3)n2C)cc1 (configuration not stated)	-3	3	-15	4	-1	9	0.96	1.2	-18
Cn1c(SCC(=O)N2CCOCC2)nc(O)cc1=O	-1	0	-9	-12	5	6	1.1	1.1	0
COc1ccc(CC(NC(C)=O)C(=O)NC2CCN(c3c(Cc4ccccc4)c(C)nc4ncnn34)CC2)cc1OC (configuration not stated)	0	nt	-20	-11	-3	19	1.1	1.2	1
CN(C)c1ccc(/C=C(\NC(=O)c2ccccc2)C(=O)NCc2cccnc2)cc1	-1	-9	4	2	-9	15	0.98	0.96	-6
O=C(CNC(=O)c1ccc([N+](=O)[O-])cc1)N/N=C\c1ccc(OC(=O)c2ccccc2)cc1	-1	2	8	1	25	4	0.99	0.93	4
CCOC(=O)c1c(C)[nH]c(C(=O)COC(=O)C2CC2)c1C	1	-1	11	5	-8	24	0.95	0.89	1
Cc1ccc(Cl)cc1NC1=NC(=S)N(C(C)C)C12CCCCC2	-2	1	-5	-7	-6	3	1.1	1	-8
Cc1ccc2[nH]c(=O)c(CC(=O)O)c(-c3ccccc3)c2c1	-2	2	-12	-2	-9	6	1	1.1	-3
CCc1ccc(Oc2cc(C)nc(N)n2)cc1	0	3	-4	10	-2	-1	0.9	1	1
COC(=O)c1cc(CNC(=O)c2sccc2-c2ccccc2)ccc1OC	-3	1	-41	2	-6	24	0.98	1.4	-1
COc1ccc(NC(=O)Cn2nc(C(F)(F)F)c3c2CCCC3)c(OC)c1	-1	2	2	-2	-9	15	1	0.98	-2
CNS(=O)(=O)c1ccc(N2CCCC2)c([N+](=O)[O-])c1	-1	4	-5	-4	-5	4	1	1	-2
CCC(C)(C)NC(=O)COc1ccc(C(=O)c2ccccc2)cc1	1	0	4	-15	12	34	1.1	0.96	1
O=C(Nc1nc(-c2ccco2)c(-c2ccco2)s1)c1c(F)cccc1Cl	-5	-11	16	70*	9	12	0.3	0.84	21
COc1cccc(-n2c(Cc3cc(=O)[nH]c(=O)[nH]3)nnc2SCc2cccnc2)c1	-1	7	7	2	0	-3	0.98	0.93	2
COc1ccc(CC(NC(C)=O)C(=O)NC2CCN(c3c4c(nc5ncnn35)CCC4)CC2)cc1OC (configuration not stated)	1	nt	-17	-3	-5	9	1	1.2	-8

Next section
SMILES	MIN6 prolif	SENP1 inh	hIAP block	mIAP block	APOBEC3G inh	NALP3 yeast inh	mIAP act	hIAP activ	A3A deaminase
CCCSC1=N/C(=C\C=C\c2ccco2)C(=O)S1	-6	22	6	45*	71	17	0.55	0.94	94
NCCCCCc1nnc(SCC(=O)Nc2cccc(Cl)c2)o1	-2	2	7	-2	-11	21	1	0.93	-6
COc1ccc(CC(=O)N(Cc2ccccc2)c2ccccc2)cc1S(=O)(=O)N1CCOCC1	-1	0	-26	-5	-1	13	1.1	1.3	-5
CC(C)(C)n1nc(Cc2cccc3ccccc23)c(C#N)c1N	2	4	17	-1	-8	2	1	0.83	-3
COCCn1nnnc1C(C(C)C)N(Cc1cccnc1)Cc1cc2cc(OC)ccc2[nH]c1=O (configuration not stated)	-2	-16	-17	-8	-4	2	1.1	1.2	0
Cc1ccc(C)c(S(=O)(=O)NCC(=O)Nc2sc3c(c2C(N)=O)CCC(C)C3)c1 (configuration not stated)	-1	-2	-19	7	-2	11	0.93	1.2	1
Cc1nnc(SCC(=O)NC(C)(C)C)n1C1CCCCC1	0	0	11	-5	0	8	1	0.89	14
COC(=O)[C@@H]1C[C@@]2(O)[C@H](O)[C@H](O)[C@H](O)C[C@H]2N1Cc1cccc2ccccc12	-3	-3	14	6	-3	18	0.94	0.86	0
Cc1ccc(-n2nc3c(=O)n(CC(=O)NC4CCCCC4)nc(C)c3c2C)cc1	-3	1	-10	-6	-3	7	1.1	1.1	-5
N#C/C(=C(/O)c1ccc([N+](=O)[O-])cc1)c1nc2ccccc2[nH]1	-2	2	-14	23	6	21	0.77	1.1	5
CCN1CCN(C2CC(=O)NC2=O)CC1 (configuration not stated)	1	nt	-3	8	2	-9	0.92	1	4
COc1ccc(CCNC(=O)COc2ccc(N(C)S(=O)(=O)c3ccc(C)cc3)cc2)cc1OC	-3	-2	-17	-5	-6	-5	1.1	1.2	-3
Cc1ccc(S(=O)(=O)NNC(=O)Nc2ccc([N+](=O)[O-])cc2)c(C)c1	4	1	-2	13	-1	7	0.87	1	-3
COCCCNS(=O)(=O)c1ccc(Cl)c(C(F)(F)F)c1	-3	2	-2	12	2	7	0.88	1	5
COc1cc(OC)c(C(=O)OCN2C(=O)c3ccccc3C2=O)cc1OC	-2	-1	10	0	-9	13	1	0.9	-1
